# Screening data as filed in PubChem BioAssay.
# PLC-beta3 inh = PLC-beta3 (human) inhibition, primary screen. Q01970. Purified PLC-beta3, fluorogenic substrate, fluorescence. inhibition, % at 12.2 µM. 370,000 compounds, 0.18% hits. AID 720704; in the data active = inhibition above about 11%;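 note: 0% = median of compound wells on plate and 100% = full blocker control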
# SMARCA2 act = activators of SMARCA2 function | MG213 cells, MMTV-luciferase reporter, dexamethasone, overnight | activation, % at 9.1 µM | 370,000 compounds, 1% hits | AID 652017; in the data active = activation above about 7.8%;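 note: 0% = vehicle wells and 100% = reference activator wells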
# ADAM17 inh = inhibitors of human ADAM17 | recombinant ADAM17, EDANS/DABCYL FRET peptide cleavage | P78536 | 370,000 compounds, 0.83% hits | inhibition, % at 6.95 µM;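 active = inhibition above the mean of compounds lying between control limits plus 3 SD, set per campaign, cut at about 8.5% in these data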;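 note: 0% = DMSO-only wells as the low control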
# hgDAF12 agonist = activates the H. glycines DAF-12 receptor ligand-binding domain; HEK293 GAL4-hgDAF12 UAS-luciferase reporter, agonist luminescence; normalized to butyrate control; activation, % at 6.8 µM; 370,000 compounds, 1.8% hits;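 active = activation above a cutoff set at the mean of all screened compounds plus 3 SD, cut at about 10% in these data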;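 note: 0% = DMSO wells and 100% = sodium butyrate wells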
# DAX1 inh-1 = inhibitors of DAX1 repression of SF-1 activated StAR promoter | inhibition, % at 6.8 µM | HEK293T StAR-luciferase reporter, SF-1/DAX-1 repression relief | AID 652010 | 370,000 compounds, 1.1% hits;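 active = inhibition above the mean over all tested compounds plus 3 SD, cut at about 3.6% in these data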;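 note: 0% = DAX-1 cells with DMSO and 100% = cells lacking DAX-1 with DMSO; higher inhibition means more luminescence from relief of DAX-1 repression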
# DAX1 inh-2 = NR0B1 (DAX1) inhibition. P51843. HEK293 Gal4-DAX1 luciferase reporter, luminescence. inhibition, % at 6.75 µM. 340,000 compounds, 0.99% hits. AID 504766;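 active = inhibition above the mean over all tested compounds plus 3 SD, cut at about 4.2% in these data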;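 note: 0% = DAX1-transfected cells with DMSO and 100% = empty-vector control cells with DMSO; inhibition shows as a rise in luminescence from relieved DAX1 repression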
# MBD2 inh = inhibitors of human MBD2 binding to methylated oligonucleotide. Q9UBB5. TR-FRET. inhibition, % at 4.4 µM. 370,000 compounds, 0.31% hits; in the data active = inhibition above about 13%
# ssDAF-12 act = S. stercoralis DAF-12 activation, primary screen | 370,000 compounds, 1% hits | AID 652126 | activation, % at 6.8 µM | HEK293 ssDAF-12/GRIP1 lit1-tk-luc reporter, luminescence; % of 3 µM dafachronic acid response;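 active = activation above the mean over all tested compounds plus 3 SD, cut at about 0.9% in these data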;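 note: 0% = DMSO-only wells and 100% = 3 µM delta7-dafachronic acid wells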
# hcDAF12 agonist = H. contortus DAF-12 activation, primary screen. HEK293 hcDAF-12 lit1-tk-luc reporter, luminescence; 0% DMSO, 100% Δ7-dafachronic acid. activation, % at 6.8 µM. 370,000 compounds, 1.4% hits. AID 652067;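 active = activation above the mean of all tested compounds plus 3 SD, cut at about 5.5% in these data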;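 note: 100% = response to 3 µM Δ7-dafachronic acid high control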
# PLCg1 inh = blocks human PLC-gamma1 enzyme activity | 370,000 compounds, 0.84% hits | AID 720700 | purified PLC-gamma1, fluorogenic substrate, fluorescence | P19174 | inhibition, % at 12.2 µM; in the data active = inhibition above about 9.5%
# Rev-erbA mod = modulators of human Rev-erb alpha DNA binding; P20393; Rev-erbα–FITC-DNA binding, fluorescence polarization, 90 min; activity, % at 10 µM; 370,000 compounds, 0.79% hits; AID 1259318;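 active = activity above about 14%, limit read from the data; passing the limit was not always enough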;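 note: 0% = DMSO wells with 35 nM protein and 100% = DMSO wells with 750 nM protein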
# An asterisk follows results filed as active; i = inactive; . = no result given. No enrichment for hits. About 7.4% of those tested had a hit in this group.
no.	Molecule	PLC-beta3 inh	SMARCA2 act	ADAM17 inh	hgDAF12 agonist	DAX1 inh-1	DAX1 inh-2	MBD2 inh	ssDAF-12 act	hcDAF12 agonist	PLCg1 inh	Rev-erbA mod
1	C=CCN1[C@H](CC(C)C)COc2cc(F)ccc2S1(=O)=O	-2.9	1.4	-3.2	-3.5	0.0	.	4.8	-0.3	-1.6	4.4	13.2
2	CCOC(=O)c1cc(-c2ccccc2)sc1NC(=O)C(C)Sc1nnc(C)s1 (stereo not drawn)	0.1	-4.4	0.6	1.7	-0.2	-0.2	2.9	-0.9	-1.7	2.5	-0.5
3	CC(C)NC(=O)CN1C(=O)NC(CCc2ccccc2)C1=O (stereo not drawn)	-1.8	0.3	-3.3	0.9	1.3	-0.4	1.6	-1.0	-0.1	3.9	7.9
4	COC(=O)c1c(-c2cc(OC)cc(OC)c2)sc2ccc(OC)cc12	-9.7	1.3	0.0	4.4	-0.8	-0.4	-1.6	-0.7	-1.5	-7.4	6.8
5	Cc1cc(C)c(C)c(C(=O)COC(=O)CNC(=O)CNC(=O)c2ccco2)c1C	-3.3	-1.1	0.8	-1.8	0.0	2.3	2.1	-0.9	-2.1	1.9	3.2
6	CCOc1cc(/C=N/NC(N)=O)ccc1OCC(=O)Nc1ccc(C)c(C)c1	3.5	-2.3	1.0	-2.4	-1.0	-0.8	-4.7	-1.4	-2.0	2.6	8.8
7	Cn1ncc([N+](=O)[O-])c1C(=O)Nc1ccccc1Cl	-2.4	0.1	-0.9	-0.2	-0.3	-0.5	3.8	-1.7	-1.4	3.0	-0.5
8	CCC(=O)N1c2ccccc2NC2=C(C(=O)CCC2)C1c1ccc(N(C)C)cc1 (stereo not drawn)	-2.6	-0.1	-2.8	1.7	0.8	0.9	1.4	-0.4	0.1	-0.1	-2.9
9	CC(C)Sc1nnc(-c2ccc(S(=O)(=O)N3CCOCC3)cc2)n1C	-3.8	-4.7	-6.9	-1.4	-0.1	0.6	6.8	-0.1	-0.5	2.6	3.4
10	O=C(NCCCn1ccnc1)c1cccnc1	1.1	4.4	-2.9	-1.0	-0.1	-0.5	2.5	-1.0	1.7	0.1	-0.2
11	c1ccc(CN2CCN(c3nc4ccccc4c4ccccc34)CC2)cc1	-14.8	2.0	-10.5	0.6	0.8	-0.4	0.5	-0.6	-0.2	-11.1	13.6
12	Cc1cccc(C)c1OCCOC(=O)c1ccc(S(=O)(=O)N2CCCC2)cc1	-4.2	2.2	1.4	4.1	-0.7	2.3	10.6	-1.8	-0.5	-0.6	3.9
13	CCOCCOc1nc2c(c(=O)n(C)c(=O)n2C)n1CCc1ccccc1	4.5	-1.9	0.1	-0.7	-1.7	-0.3	-2.0	-1.5	-2.2	2.3	-4.4
14	CC(C)C(OC(=O)c1nsc(Cl)c1Cl)C(=O)NCc1ccc2c(c1)OCO2 (stereo not drawn)	-1.1	0.1	1.3	-1.7	0.7	-0.9	-1.0	-1.1	-1.5	0.1	0.2
15	CCOC(=O)[C@]12CCC=C1N(CCC1=CCCCC1)C(=O)[C@H](CC(=O)NCCCOC)C2	0.5	-1.3	-4.1	0.7	2.0	.	-4.6	-0.7	-1.5	-2.1	-2.3

# Continued.
no.	Molecule	PLC-beta3 inh	SMARCA2 act	ADAM17 inh	hgDAF12 agonist	DAX1 inh-1	DAX1 inh-2	MBD2 inh	ssDAF-12 act	hcDAF12 agonist	PLCg1 inh	Rev-erbA mod
16	CCCCn1c(=O)c(C(=O)c2ccccc2)nc2ccccc21	-22.9	-0.5	-0.9	-1.7	-0.5	0.3	-3.7	-0.3	-1.8	-15.6	0.8
17	COc1ccc(C(=O)N2CCC(C(=O)c3c(C)cc(C)cc3C)CC2)cc1	-8.4	-0.6	1.5	-2.5	0.0	0.3	-3.2	-2.4	-1.1	0.1	-0.4
18	CCOc1ccc(Nc2cc(=O)n(C)c(=O)n2C)cc1	0.8	1.9	-2.2	1.6	0.6	0.7	-2.6	-1.1	-1.7	-1.0	1.3
19	COCCn1c(SCC(=O)Nc2c(C)n(C)n(-c3ccccc3)c2=O)nnc1-c1ccncc1	-3.3	2.0	1.5	-0.3	-1.3	0.4	0.0	-1.4	0.2	1.5	-1.1
20	Cc1ccc(S(=O)(=O)NC2CCCc3ccccc32)cc1C (stereo not drawn)	-1.0	-4.5	1.7	2.1	-0.5	-0.6	-2.3	-1.0	0.0	0.0	0.5
21	O=C(NCCCN1CCCC1=O)c1cccc(S(=O)(=O)N2CCCCC2)c1	-2.8	-0.4	-2.5	2.7	4.4*	0.1	-0.1	-0.9	2.5	-0.3	-1.1
22	COc1ccc(-c2cc(=O)[nH]c(NCc3ccccc3)n2)cc1	-4.0	-4.0	1.8	-1.1	0.3	0.8	-4.0	-1.1	0.3	1.4	3.6
23	O=S(=O)(Nc1cccc(-c2cn3c(n2)SCC3)c1)c1ccc(F)cc1F	-5.9	-2.0	-3.8	-2.5	-0.6	-0.3	2.7	-1.1	-1.8	-0.7	3.1
24	CCOc1ccc2[nH]c3c(N4CCC5(CC4)OCCO5)ncnc3c2c1	i	-2.8	-131.1	-2.9	-1.1	.	4.6	-1.7	-2.3	-490.6	3.9
25	O=C(Nc1ccc2c(c1)OCO2)C1Cc2c(-c3cccnc3)ccnc2O1 (stereo not drawn)	4.7	-3.3	-1.4	0.9	0.1	.	3.5	-0.6	-1.6	1.8	-3.8
26	C=CCNC(=S)N/N=C/c1ccccc1OCCOc1ccccc1	-10.8	-1.4	2.9	1.0	-0.2	-0.1	4.9	-1.6	-1.7	-33.3	0.5
27	O=C(Cc1ccc(Br)cc1)N1CCN(C(=O)c2ccco2)CC1	-6.7	-3.3	-4.9	-3.2	-0.2	1.4	-0.8	-1.2	-1.5	-0.9	1.7
28	CC1(C)CC(=O)C2=C(C1)c1c(ccc3ccccc13)NC2c1ccc(C(=O)O)cc1 (stereo not drawn)	i	-2.1	-453.9	1.4	-0.3	-1.2	-5.7	-0.6	2.3	i	2.1
29	O=C(NNC(=O)C1CC(c2cccnc2)=NO1)Nc1ccccc1F (stereo not drawn)	-2.2	-1.9	-1.8	-1.4	-0.6	-0.8	1.0	-0.9	-0.8	-0.3	-3.7
30	CCCCn1ccc(=O)c2c(C(F)(F)F)nccc21	1.7	-1.3	4.8	-0.7	1.4	-1.5	-2.2	-1.1	-1.2	3.3	3.5

# Other compounds.
no.	Molecule	PLC-beta3 inh	SMARCA2 act	ADAM17 inh	hgDAF12 agonist	DAX1 inh-1	DAX1 inh-2	MBD2 inh	ssDAF-12 act	hcDAF12 agonist	PLCg1 inh	Rev-erbA mod
31	COC(=O)COc1ccc(NC(=O)c2ccco2)cc1	-5.9	-1.2	-5.9	-0.9	-0.1	0.7	-0.7	-1.4	0.3	0.3	3.9
32	COc1cccc(NC(=O)N2CCCC2C(=O)Nc2ccc3c(c2)OCCO3)c1 (stereo not drawn)	-9.3	-2.7	-7.4	-1.4	-0.9	-0.3	3.0	-1.0	-1.6	2.6	-2.9
33	CC(=O)N(c1ccccc1C)C1CCCC1	1.6	-1.6	2.6	2.9	0.0	0.7	3.7	-1.3	-0.2	0.0	1.0
34	Cc1ccc(OCCCCn2ccnc2C)c(C)c1	-9.2	-2.4	-7.5	-4.9	-3.3	-1.2	0.4	-2.4	-3.8	-2.9	-4.5
35	COC(=O)[C@H](CC(C)C)N(CCCc1cn(CC2CCCCC2)nn1)S(=O)(=O)c1ccccc1Br	-0.1	-4.5	3.6	1.1	-1.8	.	3.0	-1.9	-5.1	0.8	1.4
36	O=C(Oc1ccc2c(=O)c(Oc3ccc4ccccc4c3)coc2c1)c1ccco1	-411.5	-4.4	-43.8	-1.1	0.3	-0.1	-1.1	-0.8	-0.2	-356.1	-3.0
37	Cc1nn(-c2ccccc2)c(-n2cccc2)c1C(=O)O	-0.6	-0.6	-3.1	-2.8	-0.3	-0.8	2.3	-0.8	1.7	5.3	4.9
38	CC(C)(C)c1ccc(C(=O)NCCC(=O)N2CCN(c3ncccn3)CC2)cc1	-4.5	1.5	-1.7	-0.1	-0.2	-0.4	6.5	-1.1	-1.4	-3.0	-2.6
39	Cc1cccc(Cn2c(SCCN3CCCCC3)nc3c2c(=O)[nH]c(=O)n3C)c1	4.6	1.0	0.3	-1.7	0.6	1.8	2.2	-1.6	0.3	2.2	-2.6
40	CCN1C(=O)[C@H]2[C@@H](c3ccc(OC)cc3)N[C@]3(CCCN(Cc4ccco4)C3=O)[C@H]2C1=O	-3.8	-0.5	-6.7	1.6	-0.1	0.9	0.0	-1.7	-0.2	-2.9	-2.0
41	Cc1cccc(NC(=O)CSc2nnc(NC(=O)c3ccc(S(=O)(=O)N4CCOCC4)cc3)s2)c1C	2.8	0.1	0.1	0.4	0.4	.	0.5	-0.5	-0.8	1.9	0.8
42	CN(NC(=O)/C=C/C(=O)O)c1ncc(C(F)(F)F)cc1Cl	3.2	-0.5	-0.6	2.7	-0.3	0.6	1.1	-1.2	-1.6	-0.5	8.1
43	COc1ccc(NC(=O)C2CCCN2C(=O)Nc2ccccc2)cc1OC (stereo not drawn)	-2.7	-2.6	-5.3	1.9	-0.1	-0.7	4.1	-1.3	-3.6	2.1	3.9
44	C=CCC(O)(CC=C)C(C)N (stereo not drawn)	-2.0	-0.2	-5.4	-3.2	1.2	-0.4	-0.1	-1.1	-0.5	-2.0	3.8
45	Cc1ccc(O)c(C(=O)c2cnc(/N=C(\N)N(C)C)nc2)c1	-9.6	-1.4	-5.2	2.6	-0.2	-0.5	-3.0	-0.6	1.7	-4.8	1.7

# Carrying on:
no.	Molecule	PLC-beta3 inh	SMARCA2 act	ADAM17 inh	hgDAF12 agonist	DAX1 inh-1	DAX1 inh-2	MBD2 inh	ssDAF-12 act	hcDAF12 agonist	PLCg1 inh	Rev-erbA mod
46	Cc1ccc(C)c(-n2[nH]c3c4c(ccc3c2=O)C(=O)c2ccccc2C4=O)c1	1.2	-0.9	-3.7	-0.3	0.8	-1.2	-3.6	-1.8	1.0	0.6	-8.1
47	CSc1ncccc1C(=O)N1CCN(S(=O)(=O)c2ccc3ccccc3c2)CC1	-7.5	-2.8	-7.3	-1.6	-0.5	-1.0	2.4	-1.5	-0.8	1.1	8.6
48	COc1ccc2nc(Nc3nc(-c4ccncc4)cs3)sc2c1	-21.1	4.1	-1.8	3.6	3.3	-0.1	-3.5	-0.9	0.3	-11.6	-4.5
49	Cc1cccc(NC(=O)CSc2nnc(-c3ccccc3C)o2)c1	4.4	4.7	3.4	3.8	2.8	0.8	-4.9	0.1	2.6	4.8	0.4
50	CCc1ccccc1NC(=O)CN1CCN(CC(=O)NCc2ccc(Cl)cc2)CC1	-1.2	5.7	-3.0	-0.9	-1.3	0.0	0.0	-0.9	-1.3	0.8	-9.6
51	CCCCSc1nnc(-c2ccccc2NC(C)=O)c(=O)[nH]1	1.8	0.0	0.8	-2.6	0.1	0.6	1.7	-1.5	-1.1	2.6	-1.3
52	Cn1c(O)c(N=NC(=O)Cn2c(C(F)(F)F)nc3ccccc32)c2ccccc21	-2.0	-1.9	-1.6	0.6	-0.2	0.2	-0.4	-0.8	-0.3	5.4	2.2
53	CCC(=O)Nc1cccc(C(=O)N(Cc2ccccc2)Cc2ccccc2)c1	-12.0	0.8	-1.4	-2.0	-0.2	1.5	-0.4	-1.6	-2.2	-3.6	-5.3
